Assay outcomes deposited in PubChem by National Center for Advancing Translational Sciences (NCATS).
IMPase Li inh: cell-permeable IMPase inhibitors with lithium potentiation; CHO-M1 cells, IP1 TR-FRET (IP-One), carbachol + lithium; Potency, µM (titrated, usually from 59.4 µM), inactives show at the highest dose activity, negative = IMPase inhibition, usual class: inhibitors; 210,000 compounds, 0.35% hits;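 note: IP1 builds up when IMPase is blocked and the TR-FRET signal falls; potency is the fitted concentration of half-maximal effect; plate controls were basal vehicle for no effect and high inhibitor control for full effect; nearly all actives have a fitted effect of over 50% in size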
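Readout is a homogeneous TR-FRET IP1 immunoassay (Ex 320, Em 665 and 620), where raised cytosolic IP1 lowers signal. Cells were CHO-M1 treated 30 min at 37C with test compounds plus a little lithium; AC50 values came from Hill-equation fitting.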
Epigenetic reg: derepresses silenced GFP reporter in murine cells; murine LDR cells, GFP reporter derepression, 30 h; Potency, µM (doses to about 53.9 µM), inactives show top-dose GFP activation, actives largely listed as activators; 280,000 compounds, 0.2% hits; AID 1865; note: potency is the fitted concentration of half-maximal effect; % of control where 0% means no effect; nearly all actives have a fitted effect of over 60% in size
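Reporter derepression read as number of fluorescent GFP-positive objects, 20-120 um in size, counted by laser-scanning cytometer. Mouse LDR line with an epigenetically silenced CMV-GFP locus; compound incubation 30 h, 37 C.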
NPSR antagonist: blocks cAMP signaling of the human neuropeptide S receptor; Q6W5P4; CHO-NPSR cells, cAMP TR-FRET, antagonist mode; Potency, µM (doses to about 38.3 µM), without a hit: top-dose activity change, negative = inhibition, usual class: inhibitors; 220,000 compounds, 1% hits; note: potency is the fitted concentration of half-maximal effect; % is set by controls: 0 for no effect and ±100 for the full control effect; nearly all actives have a fitted effect of over 50% in size; many of its hits are not listed in these tables
Target sequence (Q6W5P4 whole entry, looked up): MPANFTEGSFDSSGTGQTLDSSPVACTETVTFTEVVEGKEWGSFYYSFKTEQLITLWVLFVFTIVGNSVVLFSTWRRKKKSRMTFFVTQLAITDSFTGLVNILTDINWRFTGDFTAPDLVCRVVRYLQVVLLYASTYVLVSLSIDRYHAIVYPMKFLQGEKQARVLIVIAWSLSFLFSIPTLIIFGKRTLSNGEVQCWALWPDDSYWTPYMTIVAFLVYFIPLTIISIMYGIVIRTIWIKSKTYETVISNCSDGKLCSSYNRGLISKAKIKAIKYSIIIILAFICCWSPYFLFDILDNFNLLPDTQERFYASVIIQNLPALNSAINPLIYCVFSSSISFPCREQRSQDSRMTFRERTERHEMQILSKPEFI
LMNA splice mod: LMNA splicing modulation; HeLa LMNA splicing GFP/RFP minigene ratio, 48 h; Potency, µM (titrated, usually from 46.1 µM), for the others: top-dose ratio change, negative = inhibition, usual class: inhibitors; 200,000 compounds, 0.01% hits; active = well fitted inhibition curve with a large enough effect in the signal ratio, with a control signal flat, not every such curve was filed as active; inconclusive = small, poorly fitted or top-dose-only effect, or effect the other way, or a change in a side signal; the % refers to the signal ratio; note: potency is the fitted concentration of half-maximal effect; % is set by controls: 0 for no effect and ±100 for the full control effect
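Read-out is the ratio of GFP to DsRed2 object intensity, acquired by 488 nm laser-scanning cytometry on HeLa lamin A-EGFP minigene reporter cells. Compound incubation 48 hrs at 37 °C in Opti-MEM with 2% FBS; DMSO 0.5% final.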
CBFb-RUNX1 inh: blocks binding between human CBF-beta and RUNX1 | 230,000 tested, under 10 active | AlphaScreen CBFb-His/RUNX1-biotin binding, biochemical | Potency, µM (titrated, usually from 59.8 µM), for inactives: at the top dose activity, negative = inhibition, hits mostly inhibitors; note: % of control where 0% means no effect
Target sequence (Q01196 whole entry, looked up): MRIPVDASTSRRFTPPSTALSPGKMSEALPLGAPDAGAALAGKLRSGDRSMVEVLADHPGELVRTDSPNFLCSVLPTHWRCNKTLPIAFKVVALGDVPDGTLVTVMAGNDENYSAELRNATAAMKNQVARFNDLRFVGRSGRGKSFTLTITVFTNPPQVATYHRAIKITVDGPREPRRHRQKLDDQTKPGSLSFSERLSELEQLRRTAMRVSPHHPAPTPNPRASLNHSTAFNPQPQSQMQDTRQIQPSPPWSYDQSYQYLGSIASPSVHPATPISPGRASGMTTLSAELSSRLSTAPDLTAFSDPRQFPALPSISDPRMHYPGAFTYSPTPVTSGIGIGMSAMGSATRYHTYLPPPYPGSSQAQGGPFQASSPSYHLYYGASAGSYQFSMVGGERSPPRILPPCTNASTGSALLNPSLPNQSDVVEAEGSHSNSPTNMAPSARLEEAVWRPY
Target sequence (Q13951 whole entry, looked up): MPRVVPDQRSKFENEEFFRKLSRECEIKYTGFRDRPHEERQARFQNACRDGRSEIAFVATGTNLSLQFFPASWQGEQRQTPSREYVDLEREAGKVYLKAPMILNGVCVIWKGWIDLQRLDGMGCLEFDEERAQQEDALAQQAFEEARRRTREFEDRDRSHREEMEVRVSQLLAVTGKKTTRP
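CBF-beta (His) and RUNX1 (biotin), 30 nM each; 20 min preassociation; + compound, 15 min; + beads 50 ng each (Ni, streptavidin), 90 min; RT; AlphaScreen read.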
HttQ103 aggreg: mutant huntingtin aggregation inhibition | Potency, µM (titrated, usually from 46.1 µM), for the others: top-dose activity change, negative = inhibition, usual class: inhibitors | 220,000 compounds, 1.1% hits | PC12 HttQ103-GFP aggregates, Acumen cytometry, 40 h | AID 1688; note: potency is the fitted concentration of half-maximal effect; % is set by controls: 0 for no effect and ±100 for the full control effect; nearly all actives have a fitted effect of over 60% in size
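Aggregates are detected as GFP objects 1–25 µm with signal 6 STDEV over background in lysates of induced PC12 cells. These carry Huntingtin exon 1 with 103 glutamines fused to GFP under an ecdysone promoter; compounds titrated.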
Luc counter: blocks Kinase-Glo luciferase, a counter-screen artifact; Kinase-Glo luciferase, ATP luminescence, 8 min; Potency, µM (top dose mostly 38.3 µM), for the others: at the top dose activity change, negative = inhibition, hits mostly inhibitors; 200,000 compounds, 0.28% hits; note: potency is the fitted concentration of half-maximal effect; % is set by controls: 0 for no effect and ±100 for the full control effect; nearly all actives have a fitted effect of over 60% in size
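Light output from Kinase-Glo luciferase with luciferin and 10 uM ATP in 50 mM imidazole pH 7.2, KCl, MgCl2, Tween 20, BSA; compound pin-delivered, 8-min ambient incubation, then luminescence read.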
Active calls of the source: *; ? = inconclusive; · = not tested or not shown; [ ] = dose if it differs, or a comment. Unless noted, calls come from the whole dose curve; as a rule, active = well fitted curve in the direction sought with a large enough effect; inconclusive = small, poorly fitted or top-dose-only effect, or another doubt; inactive = no such curve, though single readings can be large; an effect the other way counts as inactive or inconclusive. A portion of the library; count on the stated rates, not on these rows.

Every second line gives: IMPase Li inh, Epigenetic reg, NPSR antagonist, LMNA splice mod, CBFb-RUNX1 inh, HttQ103 aggreg, Luc counter
1. CSc1nc(SCC(=O)NCc2ccco2)c2c3c(sc2n1)COC(C)(C)C3
  9%[38.3 µM], -4.5%, ?, 9%, -2%, 1%, 2%
2. CCOC(=O)CC(NS(=O)(=O)c1ccc(OC)c(C)c1)c1cccc([N+](=O)[O-])c1 (stereo not drawn)
  0%, -3.2%, -1%, -15%, 10%, -14%, 1%
3. CN1CCN(Cc2cc(COCc3ccccc3)c3cccnc3c2O)CC1
  10%[38.3 µM], 3.5µM*, ?, ?, ?, -22%, -4%
4. COc1ccc(C(=O)NCc2nnc(SC)n2Cc2ccccc2)cc1
  0%, -0.9%, 4%, 15%[9.22 µM], 4%, 0%, -3%
5. COc1ccc(CNC(=O)c2ccc3nccnc3c2)cc1
  -7%[38.3 µM], 0.8%, -13%[46.1 µM], 5%, 2%, -21%, -2%
6. O=C(c1ccccn1)N1CCN(S(=O)(=O)c2ccc(F)cc2)CC1
  -2%, -9.5%, 9%, ·, 15%, 14%, 0%
7. O=C(CN1CCOCC1)Nc1cc(Cl)ccc1Cl
  -10%[38.3 µM], -2.5%, -7%[46.1 µM], ?, 8%, 5%, -5%
8. COCC(=O)n1cc(C(=O)OC)c2ccccc21
  2%, 1.0%, 15%, ?, 4%, 2%, 6%
9. Cc1cc(C)cc(NC(=O)CN2CCc3ccccc3C2)c1
  -1%[38.3 µM], -2.0%, -5%[46.1 µM], -5%[0.0737 µM], -1%, 2%, 1%
10. C/C(=C\C(=O)c1ccc(Cl)cc1)Nc1ccc(N2CCOCC2)cc1
  27%[38.3 µM], 2.8%, -21%[46.1 µM], 4%, 4%, 10%[9.22 µM], 8%
11. Cc1ccc(C(=O)Nc2cc([N+](=O)[O-])ccc2F)s1
  -1%, -0.1%, -11%, -4%, -1%, -12%, 8%
12. CC(C)c1cc(-c2cc(-c3ccc(Cl)cc3)on2)nc(NC2CCCC2)n1
  ·, 2.0%, -2%, ·, 18%, -8%[9.22 µM], ·
13. C/C(=N\NC(=O)Cn1c(C)nc2ccccc21)c1cccs1
  5%, 0.9%, 34%, ?, -2%, -14%, -1%
14. Cn1/c(=N/N=C/c2ccc(Cl)c([N+](=O)[O-])c2)sc2ccccc21
  ?, -1.2%, -2%[46.1 µM], 1%, -1%, -9%, 0%
15. O=C(/C=C\NCC(=O)c1ccccc1)c1ccc2ccccc2c1
  ·, 1.0%, 3%[46.1 µM], ?, 1%, 1%, ·
16. COc1ccccc1-n1c(=O)[nH]c2c(C(N)=O)nc(-c3cccnc3)nc21
  ·, 0.0%, -18%, ·, 1%, -15%[9.22 µM], ·
17. C/C(=N\Nc1ccc(F)cc1F)c1ccc(N2CCOCC2)cc1
  19%, 2.6%, -10%, 14%[46 µM], 7%, 10%, 1%
18. Cc1ccc(S(=O)(=O)N(C)CC(=O)OCC(=O)N2CCN(c3ccccc3)CC2)cc1
  5%, -0.9%, 5%, 0%, 3%, 0%, -1%
19. O=C(CCN1C(=O)c2ccccc2C1=O)C1=NN[C@@H]2C(=O)N(c3cccc(Cl)c3)C(=O)[C@H]12
  -3%, 0.0%, 18%, -1%, -1%, 11%, 0%
20. COc1cc(C)ccc1S(=O)(=O)n1nc(C)cc1C
  8%, 1.1%, -5%, 2%[46 µM], 6%, -1%[9.22 µM], -4%
21. Fc1ccc(-n2c(Cn3nnc4ccccc43)n[nH]c2=S)cc1
  -2%, -1.0%, 10%, ·, 1%, -13%, 0%
22. CC(=O)N1C(=O)C2(C(C#N)=C(N)Oc3n[nH]c(-c4ccccn4)c32)c2ccccc21 (stereo not drawn)
  27%[38.3 µM], 0.0%, -19%[46.1 µM], -3%, -9%, 5%, 3%
23. CSc1nc(-c2ccccc2)c2cc(Cl)ccc2n1
  7%, 0.0%, -12%, -7%, -4%, -8%, 0%
24. CCCCC(=O)Nc1ccc(C(=O)Nc2ccc(S(=O)(=O)Nc3nccc(C)n3)cc2)cc1
  -5%, -1.3%, -2%, -12%, -4%, -13%, -8%
25. CC(C)C(C)(C#N)NC(=O)CSc1nc2scc(-c3ccco3)c2c(=O)n1-c1ccccc1 (stereo not drawn)
  14%[38.3 µM], -0.7%, -11%[46.1 µM], 21%, -22%, ?, -4%
26. CC(C)CC(NC(=O)OC(C)(C)C)C(=O)NCc1ccccc1 (stereo not drawn)
  ·, -6.1%, 4%[46.1 µM], -5%, -11%, 17%, ·
27. CCOC(=O)CSc1nnc(CSc2nc(C)cc(C)n2)n1Cc1ccco1
  20%[38.3 µM], -1.0%, -4%[46.1 µM], 1%, 4%, -15%, 2%
28. CCOC(=O)Cc1csc(/N=C/c2c(O)n(-c3ccc(C)c(C)c3)c(=O)c3ccccc23)n1
  -7%, 3.0%, -36%, -6%, 6%, -5%, 0%
29. COCC1CCN(C(=O)CCc2nnc(CCCCc3ccccc3)o2)CC1
  -3%, -0.2%, 57%, ·, 9%, -11%[9.22 µM], ·
30. Cc1cc(C)nc(Nc2ncc(O)n2-c2ccc(C)c(Cl)c2)n1
  17%[38.3 µM], -4.3%, -17%[46.1 µM], -19%, 4%, -6%, 2%

Whole records, looked up by structure. Order of screens: IMPase Li inh | Epigenetic reg | NPSR antagonist | LMNA splice mod | CBFb-RUNX1 inh | HttQ103 aggreg | Luc counter
`COc1ccccc1-n1c(=O)[nH]c2c(C(N)=O)nc(-c3cccnc3)nc21` as listed: · | 0.0% | -18% | · | 1% | -15%[9.22 µM] | ·
`CCOC(=O)CC(NS(=O)(=O)c1ccc(OC)c(C)c1)c1cccc([N+](=O)[O-])c1` (stereo not drawn) as listed: 0% | -3.2% | -1% | -15% | 10% | -14% | 1%

(next part)
Every second line gives: IMPase Li inh, Epigenetic reg, NPSR antagonist, LMNA splice mod, CBFb-RUNX1 inh, HttQ103 aggreg, Luc counter
31. COc1ccc(N(C)C(=O)CCS(=O)(=O)c2cccc3nonc23)c(OC)c1
  38%[activator][38.3 µM], -1.0%, -5%[46.1 µM], -2%, -1%, 26%, -2%
32. CCC(C)NC(=O)CNC(=O)Cn1c(C)cc2ccccc2c1=O (stereo not drawn)
  -3%[38.3 µM], 1.2%, -9%[46.1 µM], -13%, 3%, -13%, 1%
33. O=C(CSCc1ccc(Cl)cc1)Nc1ccc(-c2nnc(-c3ccccc3)o2)cc1
  ·, 0.0%, ?, -14%, 4%, 2%, ·
34. COCCCNC(=O)CCc1ccccc1
  2%, 0.4%, 11%, ?, 1%, 24%, -1%
35. O=C(O)Cc1ccc(NC(=O)C2CC=CCC2C(=O)O)cc1 (stereo not drawn)
  -9%[38.3 µM], -0.3%, -1%[46.1 µM], 2%, ?, 7%, -5%
36. Cc1sc(NC(=O)CSc2nc(O)cc(=O)[nH]2)nc1-c1ccccc1
  1%, 0.1%, -12%, 22%[46 µM], -5%, -5%[9.22 µM], 5%
37. COc1cc(OC)c2c(-c3cccc(-c4ccc(OC(F)(F)F)cc4)c3)cc(=O)oc2c1
  13%, -1.5%, ·, ·, -12%, ·, 0%[39.9 µM]
38. N#CCCN(C(=O)Nc1ccccc1)c1ccccc1
  19%[38.3 µM], -1.0%, 5%[46.1 µM], 0%, 4%, -1%, 3%
39. O=c1c2ccccc2nc2c3ccccc3c(NCc3ccccn3)nn12
  -10%, -3.0%, -11%, 0%[46 µM], 2%, 0%, -1%
40. O=C(OCC(=O)c1ccc[nH]1)c1ccccc1
  2%, ?, 5%, ?, -8%, 1%, -20%
41. O=C(CN1c2ccccc2Sc2ccccc21)NNC(=S)Nc1ccc(Cl)cc1
  ·, -1.1%, -10%, ·, -27%, 18%[9.22 µM], ·
42. Cc1cc(NC(=O)CSc2nc3ccccc3c(=O)n2C(C)c2ccccc2)no1 (stereo not drawn)
  2%[38.3 µM], 1.9%, ?, ?, 2%, -1%, -5%
43. O=C(Cn1cc2c(n1)CCCC2)Nc1ccccc1Cl
  26%[38.3 µM], -0.8%, -15%[46.1 µM], -8%, 5%, 0%, 1%
44. O=C(CSCc1ccc(Cl)cc1)Nc1ccc2c(c1)OCO2
  -4%, -2.0%, -15%[46.1 µM], -17%, -4%, 2%, 2%
45. CCSc1nc2c(c(=O)[nH]c(=O)n2C)n1C
  ?, 1.7%, -1%[46.1 µM], 3%, 1%, -9%, -3%
46. O=C(C[n+]1ccccc1)N/N=C/c1ccc(O)cc1
  23%, 0.0%, -18%, ·, -28%, -10%[9.22 µM], 1%
47. O=C(Nc1nc2cc3c(cc2s1)OCO3)C1CC1
  ·, 0.1%, -10%, ·, 1%, -10%[9.22 µM], ·
48. O=S(=O)(c1ccc(Cl)cc1)N1CCN(c2ccc(N3CCOCC3)nn2)CC1
  -7%[38.3 µM], -0.4%, -2%[46.1 µM], ?, -2%, 12%, -5%
49. Cc1cc(C)c(C)c(S(=O)(=O)N2C(=S)NC(=O)C2C(C)C)c1C (stereo not drawn)
  2%[38.3 µM], 0.0%, 0%[46.1 µM], 15%, -1%, -14%, -3%
50. CC1CCN(C(=O)CN(c2ccc(Oc3ccccc3)cc2)S(C)(=O)=O)CC1
  25%[38.3 µM], 6.2%, 0%[46.1 µM], ?, 4%, ?, -1%
51. Cc1cc(C)c2c(N=NN3CCCCC3)[nH]nc2n1
  0%, 1.0%, 9%, -18%, -2%, 4%, 1%
52. CCC(Sc1ncccc1C(=O)OC(C)C)C(=O)N1CCOCC1 (stereo not drawn)
  -7%[38.3 µM], 4.9%, -1%[46.1 µM], -6%, -4%, 6%, 0%
53. CC(C)NC(=O)c1cc2n(n1)C(C(F)(F)F)CC(c1ccco1)N2 (stereo not drawn)
  -5%, ?, 5%, -2%[46 µM], 4%, -9%, -1%
54. O=C(CSc1cccc(C(F)(F)F)c1)Nc1ccc(Cl)cc1Cl
  9%[38.3 µM], -2.3%, -22%[46.1 µM], 4%, 20%, 2%, -3%
55. C[n+]1c2n(c3ccccc31)N=C(c1ccc(-c3ccccc3)cc1)CS2
  25%, 2.4%, 46%, -7%[46 µM], -5%, ?, 2%
56. Cc1noc(C)c1COc1ccc(C(=O)OCC(=O)Nc2cccc(S(=O)(=O)N3CCOCC3)c2)cc1
  4%, -1.5%, -2%, -1%, -7%, 2%, 0%
57. CCN1CCN(CCNC(=O)CCCCCn2c(=O)[nH]c3cc(C(=O)OC)ccc3c2=O)CC1
  11%[38.3 µM], -2.2%, 2%[46.1 µM], 2%, -7%, 0%, -1%
